NOD1 NF-kB reporter: inhibition of NOD1-driven NF-kB reporter – cell-based, luminescence, uHTS, primary screen (AID 1578) | inhibition, % at 4 µM; hits with a dose series show EC50 in µM | NOD1-driven NF-kB luciferase reporter cells, luminescence; higher % means a stronger effect | 290,000 compounds, 1% hits; in the data active = inhibition mostly above about 36%, no sharp cut-off; inactive = mostly below about 34%;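 also: HEK-293T reporter cells stimulated with the NOD1 agonist gamma-tri-DAP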
SIAH1 antagonists: Siah-1 peptide-binding antagonists, primary screen, biochemical, fluorescence polarization, rhodamine-plectin, uHTS (AID 1817) | Siah-1 / rhodamine-plectin peptide fluorescence polarization; higher % means a stronger effect | 290,000 compounds, 0.02% hits | displacement, % at 20 µM; hits with a dose series show IC50 in µM;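 active = displacement of at least 50% at 20 µM, with a fluorescence ratio check between 0.3 and a set limit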;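 also: plate controls were Siah plus tracer with DMSO for no effect and tracer alone without Siah for full effect; strong numbers were not always called active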
PhoP inhibition: PhoP-dependent GFP reporter repression – Salmonella Typhimurium, primary screen (AID 1863); 300,000 compounds, 0.16% hits; S. Typhimurium PhoP-regulated promoter GFP reporter, 4 h; higher % means a stronger effect; one-dose inhibition, % at 50 µM; IC50 in µM for titrated hits;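 active = inhibition over 29.93%, a cutoff 3 SD above the screen mean, later confirmed by dose response; inconclusive = inhibition over 29.93% but no dose response follow-up; inactive = inhibition at most 29.93% or unconfirmed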;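 also: 0% = low Mg2+ inducing control and 100% = high Mg2+ repressing control; strong numbers were not always called active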
KOR beta-arrestin-1: KOR antagonists, beta-arrestin recruitment, cell-based, luminescence, uHTS (AID 1778); KOR beta-arrestin recruitment, luminescence, antagonist mode; higher % means a stronger effect; inhibition, % at 10 µM; hits with a dose series show IC50 in µM; 290,000 compounds, 0.091% hits; also: strong numbers were not always called active
LYP inhibition: PTPN22 lymphoid phosphatase activity blockers – biochemical, fluorescence intensity, uHTS (AID 1779) | 290,000 compounds, 0.054% hits | recombinant LYP phosphatase, fluorescence intensity; higher % means a stronger effect | inhibition, % at 11.5 µM; hits with a dose series show IC50 in µM;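 also: plate controls were vehicle with enzyme for no effect and no enzyme for full effect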
KOR beta-arrestin-2: kappa opioid receptor activators – cell-based, luminescence, uHTS, primary screen (AID 1777); KOR beta-arrestin recruitment, luminescence; higher % means a stronger effect; activation, % at 10 µM; hits with a dose series show EC50 in µM; 280,000 compounds, 0.02% hits; in the data active = activation above about 50%, passing the limit was not always enough; also: a part of the inactive calls stands beside numbers as strong as those of hits
HIV fusion peptide: cell-free HIV fusion peptide-binding blockers – biochemical, uHTS, fluorescence dequenching, primary screen (AID 1986) | cell-free peptide binding, fluorescence dequenching, 30 min; higher % means a stronger effect | one-dose inhibition, % at 20 µM; IC50 in µM for titrated hits | 290,000 compounds, 0.3% hits; in the data active = inhibition mostly above about 52%, no sharp cut-off; inactive = mostly below about 76%; also: some results filed as inactive read as strong as hits
Myeloid diff MLP: myeloid differentiation induction; 360,000 compounds, 1% hits; calls only at 10 µM; ER-HoxA9 myeloid progenitors, lysozyme-GFP differentiation, flow cytometry;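 active = normalized GFP-positive differentiation at or above the plate's own cutoff, the solvent-only control mean plus 3 SD; inconclusive = no clear call, values can overlap the other calls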;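 also: cells exposed to compound for four days before flow analysis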
HEK293 NOD2/NF-kB: NOD2 signaling inhibitors, cell-based, luminescence, uHTS, HEK293 (AID 1566). HEK293 NOD2/NF-kB luciferase reporter, luminescence; higher % means a stronger effect. 290,000 compounds, 0.63% hits. inhibition, % at 4 µM, or EC50 in µM where a hit was titrated; also: many of its hits are not listed in these tables
Myeloid diff MLP GFP+ MAC1+ %: second read-out of Myeloid diff MLP, no call of its own (marks repeat the call); GFP+ MAC1+ double positive, %; measured here: differentiation confirmed by MAC1 staining
Active calls of the source: *; i = inactive; ? = inconclusive; nt = no result given; [ ] = remark or other dose. Rule as the data show it, unless noted: active = inhibition above about 50%; inactive = the rest. Some of the compounds tested. The share of hits here may be higher or lower than overall.

SMILES	NOD1 NF-kB reporter	SIAH1 antagonists	PhoP inhibition	KOR beta-arrestin-1	LYP inhibition	KOR beta-arrestin-2	HIV fusion peptide	Myeloid diff MLP	Myeloid diff MLP GFP+ MAC1+ %	HEK293 NOD2/NF-kB
O=C(Oc1cncc(Cl)c1)c1ccco1	-25%	6%	9%	36%	-5%	-0.6%	-0.7%	i	0.8	18%
O=C(CN1CCCCCCC1)Nc1cc(Cl)cc(Cl)c1	-12%	2%	-6%	-4%	-6%	-1.0%	1.4%	i	0.2	0%
C=CCC(C(=O)NC(C)c1ccccc1)C(=O)NC(C)c1ccccc1 (stereo not given)	1%	1%	-6%	4%	-5%	4.7%	-0.1%	i	0.4	-1%
COC(=O)c1cscc1NC(C)=O	-20%	2%	0%	2%	-4%	6.1%	-2.7%	i	1.1	6%
CCCCCCCCOc1ccc(C2CC(=O)NC2=O)cc1 (stereo not given)	-13%	7%	0%	-56%[20 µM]	-12%	-3.5%	2.5%	i	0.4	10%
Cc1ccc(/C=N/NC(=O)c2ccccn2)s1	4%	-3%	0%	-40%	-5%	-2.3%	-0.9%	i	0.4	-29%
O=C(c1ccc(F)cc1Cl)N1CCN(CCc2ccccc2)CC1	-23%	-3%	-5%	-7%	-7%	1.5%	-0.1%	i	0.8	5%
O=C1CC(C(=O)Nc2cccc(Cl)c2)n2ncnc2N1 (stereo not given)	-30%	14%	3%	3%	-4%	-6.9%	1.6%	i	0.8	16%
Cn1cccc1Cc1nnc(SCC(=O)Nc2nccs2)n1CCc1ccccc1	-14%	-3%	-7%	39%	10%	0.6%	2.9%	i	3.9	0%
CN(CC(=O)NCc1ccccc1F)S(=O)(=O)c1ccc(Cl)cc1	0%	4%	-2%	-30%	-4%	3.9%	-0.7%	i	1.3	6%
Clc1cccc2c1CCN(Cc1nc(-c3cnccn3)no1)C2	-15%	1%	6%	31%[20 µM]	-3%	-4.5%	-0.9%	i	0.9	-4%
CC1CCN(S(=O)(=O)c2ccc3[nH]c(=O)ccc3c2)CC1	-20%	-1%	nt	31%[20 µM]	0%	-2.2%	0.0%	i	0.6	-6%
COCCn1c(CN2CC(C)CC(C)C2)nc2c1c(=O)n(C)c(=O)n2C (stereo not given)	3%	-3%	1%	-43%	-3%	-3.0%	3.4%	i	2.3	8%
COc1ccc(OC)c(N(CC(=O)N2CCCC2)S(=O)(=O)c2ccc(OC)c(OC)c2)c1	-3%	-2%	5%	-16%	-11%	-2.5%	-1.0%	i	4.2	9%
N#Cc1cn(Cc2ccncc2)c(=O)[nH]c1=O	-14%	7%	-9%	10%	-9%	-16%	-1.4%	i	0.8	9%

Structural class: those above with an NH in an aromatic ring.
SMILES	NOD1 NF-kB reporter	SIAH1 antagonists	PhoP inhibition	KOR beta-arrestin-1	LYP inhibition	KOR beta-arrestin-2	HIV fusion peptide	Myeloid diff MLP	Myeloid diff MLP GFP+ MAC1+ %	HEK293 NOD2/NF-kB
CC1CCN(S(=O)(=O)c2ccc3[nH]c(=O)ccc3c2)CC1	-20%	-1%	nt	31%[20 µM]	0%	-2.2%	0.0%	i	0.6	-6%
N#Cc1cn(Cc2ccncc2)c(=O)[nH]c1=O	-14%	7%	-9%	10%	-9%	-16%	-1.4%	i	0.8	9%

Additional entries.
SMILES	NOD1 NF-kB reporter	SIAH1 antagonists	PhoP inhibition	KOR beta-arrestin-1	LYP inhibition	KOR beta-arrestin-2	HIV fusion peptide	Myeloid diff MLP	Myeloid diff MLP GFP+ MAC1+ %	HEK293 NOD2/NF-kB
Cc1ccc(S(=O)(=O)N2CCN(C(=O)c3c(-c4ccccc4)noc3C)CC2)c(C)c1	-12%	14%	-6%	-11%	-8%	0.1%	-1.0%	i	0.9	1%
O=C(Cn1nc(-c2ccc(Cl)cc2)ccc1=O)NCCCN1CCN(Cc2ccccc2)CC1	-48%	-4%	2%	17%	3%	1.2%	1.8%	?	nt	-4%
CCN(CC)C(=O)c1sc(NC(=O)c2cccc([N+](=O)[O-])c2)c(C#N)c1C	14%	-1%	3%	35%	-3%	0.3%	0.0%	i	0.5	12%
COc1ccc([N+](=O)[O-])cc1NCc1ccco1	-4%	0%	1%	18%	-4%	-2.3%	-1.4%	i	0.4	8%
O=C(c1cc2c(ccc3ccccc32)oc1=O)N1CCN(CCO)CC1	-15%	2%	-1%	28%	-22%	2.6%	-1.0%	i	1.8	13%
COc1ccc(N(CC(=O)N2CCOCC2)S(C)(=O)=O)cc1	-26%	12%	-4%	-41%[20 µM]	-8%	0.5%	0.9%	i	0.6	-4%
Cc1ccc(Nc2nc(C(=O)NCCCN3CCOCC3)cs2)cc1	4%	5%	9%	-6%	-6%	-7.7%	-0.9%	i	4.5	17%
Cc1ccc(CNS(=O)(=O)c2cccc3nsnc23)cc1	-18%	5%	6%	-3%	-4%	-4.3%	2.2%	i	0.2	9%
O=C(Cn1cnc2c(oc3nc4c(cc32)CCCC4)c1=O)Nc1ccccc1	39%	-6%	5%	43%	1%	-3.6%	-2.3%	i	1.2	-14%
CN(c1ccc(C(=O)NCc2ccccn2)cc1)S(=O)(=O)c1ccc(Cl)cc1	-7%	-5%	0%	1%	-10%	-0.6%	-0.7%	i	3.8	9%
O=C(NCCc1ccccn1)C1CC(=O)N(Cc2ccccc2Cl)C1 (stereo not given)	-11%	2%	0%	19%	-9%	-1.4%	-1.8%	i	1.1	3%
COc1ccc(C(=O)NCC(=O)NC2=NCCS2)cc1	-7%	9%	2%	8%	-6%	-4.1%	-0.4%	i	2.9	15%
COc1ccc(-c2csc(Nc3ccccc3)n2)cc1	-44%	2%	-2%	-19%[20 µM]	-3%	-3.1%	-0.8%	i	0.0	-194%
Cc1cc(C)n(C(=O)CNC(=O)c2ccc3c(c2)OCCO3)n1	10%	2%	-16%	-5%	-4%	3.5%	-2.0%	i	0.6	-11%
COc1ccc(C(=S)N2CCCC2)cc1Br	-6%	1%	-7%	7%	-3%	2.9%	-1.3%	i	0.2	-12%
O=C(O)Cc1ccc(NS(=O)(=O)c2ccccc2Br)cc1	-26%	-2%	2%	-25%	-3%	0.4%	-0.6%	i	0.4	12%
O=C(CCNC(=O)C1CCN(S(=O)(=O)c2ccccc2)CC1)NCc1ccccn1	-34%	0%	-10%	7%	-5%	-0.7%	1.1%	i	0.7	-6%
O=c1oc(-c2ccccc2F)nc2c1cnn2-c1ccccc1	12%	4%	10%	-6%	-3%	1.7%	1.9%	i	2.9	1%
CCOc1ccc(NC(=O)CSc2nc3c(c(=O)n2-c2ccccc2OC)SCC3)cc1	-25%	4%	nt	9%	2%	-5.0%	-2.8%	i	9.7	12%
CCC1(C)Cc2c(c(=O)n(-c3ccccc3)c3ncnc(N)c23)CO1 (stereo not given)	-12%	1%	-9%	10%	-6%	-2.3%	0.1%	i	0.6	-6%
COc1ccc(OC)c(C(=O)COC(=O)c2cccnc2Cl)c1	-28%	0%	8%	12%	-2%	-2.6%	-1.5%	i	0.1	-36%
O=C(Nc1ccc2c(c1)OCO2)C1CC(=O)N(c2cccc(Cl)c2)C1 (stereo not given)	-38%	9%	3%	-17%	-9%	-0.7%	-1.6%	i	0.6	-22%
CC(=O)N1CCc2ccc(S(=O)(=O)N3CCN(C)CC3)cc21	-30%	-3%	-11%	-9%	-1%	4.1%	1.5%	i	0.5	-11%
O=C(COC(=O)C1(c2cccc(F)c2)CCCC1)NCc1cccs1	-10%	0%	2%	4%	-4%	6.7%	-0.5%	i	0.4	-8%
O=C(Nc1ccc(S(=O)(=O)Nc2nccs2)cc1)C1=NN(c2ccccc2)C(=O)CC1	-15%	-7%	18%	nt	0%	-1.6%	15%	i	0.3	-15%
COc1ccc(C(=O)NC2CCCc3ccccc32)cc1 (stereo not given)	-40%	6%	-1%	-4%	0%	-2.7%	0.1%	i	0.1	-6%
COc1ccc(/C=N/NC(=O)c2ccc3c(c2)OCCO3)cc1[N+](=O)[O-]	-32%	14%	56%	116%	-5%	-1.7%	-3.0%	i	0.3	7%
O=C(Cc1c[nH]c2ccccc12)NNC(=O)c1ccccc1	-19%	10%	9%	9%	-4%	-1.9%	-2.3%	i	0.5	8%
CC(=O)/C(=N\Nc1ccc(C)cc1)Sc1nncn1C	-35%	-1%	19%	-12%	2%	6.6%	-1.7%	i	0.6	2%
S=C(NCc1ccccc1)NCc1ccccn1	-10%	11%	7%	11%	-4%	-1.2%	0.3%	i	0.7	14%
COc1cc(OC)c(-c2nc3c[n+](CC(=O)c4ccccc4)ccc3n2C)cc1OC	-24%	-6%	3%	-78%	0%	-2.2%	-0.8%	i	1.7	-23%
CC(C)(C)C(=O)N1CCN(c2c(Cl)cccc2[N+](=O)[O-])CC1	-17%	4%	0%	0%	-3%	-2.4%	-0.7%	i	0.6	-2%
COc1ccc(NC(=O)CN(c2cccc(F)c2)S(C)(=O)=O)cc1OC	-14%	1%	-4%	20%	-2%	-2.2%	-2.3%	i	2.1	-3%
O=[N+]([O-])c1ccc(Cc2nnc(-c3ccccc3Cl)o2)cc1	-26%	-8%	-9%	17%	-1%	-4.3%	1.5%	i	0.0	-74%
CCC1=C(OC(=O)N(CC)CC)N2C(=O)OC(=NCCOC)[C@]2(Cc2ccccc2)[C@H]2C1=CC[C@H]1C(=O)N(C)C(=O)[C@H]12	7%	-9%	-2%	21%	-10%	3.1%	0.5%	i	1.7	11%
COc1ccc(CNC(=O)CSc2nc3[nH]ncc3c(=O)n2-c2ccccc2Br)cc1	-12%	-1%	-8%	-6%	-7%	-1.3%	0.4%	nt	nt	14%
Cc1sc2ncn(CC(=O)N(CC(=O)NC3CCCC3)Cc3cccs3)c(=O)c2c1C	9%	0%	6%	-6%	-3%	-2.7%	3.5%	i	10	25%
COc1ccc(CCNC(=O)CSc2nc3[nH]ncc3c(=O)n2-c2cccc(C(F)(F)F)c2)cc1OC	-28%	2%	5%	13%	-5%	-2.4%	-0.3%	i	0.7	12%
C=CCn1c(SCC(=O)Nc2cc(C)on2)nc2sc3c(c2c1=O)CCCC3	13%	0%	7%	0%	-6%	-6.3%	-1.0%	i	1.0	13%
CC(=O)c1ccc(N2CCN(C(=S)Nc3ccccc3C(F)(F)F)CC2)cc1	5%	4%	4%	6%	2%	-3.1%	-1.8%	i	0.4	-2%
CCCc1cc(C(=O)N/N=C/c2ccc(C)o2)c2ccccc2n1	6%	-1%	1%	-55%	-6%	5.5%	-1.9%	i	0.4	-25%
O=C(/C=C/c1ccc2c(c1)OCO2)NCCCN1CCOCC1	-5%	-6%	5%	19%	-4%	-2.2%	-0.9%	i	1.4	12%
CCOc1ccc(N(CC(=O)NC2CCCCCC2)S(=O)(=O)c2ccccc2)cc1	-10%	2%	-2%	26%	-9%	1.3%	0.1%	i	1.4	1%

Bioassay records from PubChem.
